Compound activity: PubChem BioAssay, several laboratories
SKN-1 block – inhibitors of C. elegans SKN-1; C. elegans VP596 Pgst-4::GFP/RFP ratio, acrylamide-induced, 24 h; hit rate 0.49% among 360,000; inhibition, % at 21.8 µM;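 active = interference check ratio from 0.5 to 1.5 plus GFP to RFP signal ratio inhibition reaching or exceeding a fixed threshold, cut at about 30% in these data, passing the limit was not always enough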; also: some compounds called inactive have numbers as strong as hits
PABP1 MLLE inh – blocks PAM2 peptide binding to the PABP1 MLLE domain; hit rate 0.36% among 360,000; AID 588489; inhibition, % at 20 µM; GST-MLLE / FITC-PAM2 fluorescence polarization; P11940; in the data active = inhibition above about 35%, passing the limit was not always enough;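 also: plate controls were DMSO wells with GST-MLLE for no effect and wells lacking GST-MLLE protein for full effect; some results filed as inactive read as strong as hits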
Neddylation inh – blocks human cullin neddylation. hit rate 0.58% among 360,000. P61081+Q13564. TR-FRET cullin neddylation, biochemical. AID 651699. calls only at 25 µM; in the data active = inhibition above about 36%
Rin1 Abl inh – inhibitors of human Rin1-Abl protein interaction. P00519+Q13671. TR-FRET Rin1/Abl binding, biochemical. inhibition, % at 7.35 µM. hit rate 0.4% among 360,000. AID 588664; in the data active = inhibition above about 5%, passing the limit was not always enough
NadD block – blocks S. aureus nicotinate mononucleotide adenylyltransferase; purified NadD enzyme, colorimetric absorbance read-out; inhibition, % at 20 µM; hit rate 0.78% among 360,000; AID 602399; in the data active = inhibition above about 26%; also: some compounds past the cut are filed as inactive
CSN deneddyl inh – inhibitors of human CSN-mediated cullin deneddylation; Q92905; Purified CSN, SCF-Nedd8-OG deneddylation, fluorescence polarization; inhibition, % at 12.5 µM; hit rate 0.38% among 360,000; AID 651999;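 active = pattern-corrected inhibition above about 35%, with an unprinted fluorescence ratio check between 0.5 and 1.5, limit read from the data, passing the limit was not always enough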;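 also: 0% = enzyme with substrate and 100% = substrate without enzyme; some results filed as inactive read as strong as hits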
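Assay system: purified human Csn5 enzyme expressed in HEK293T cells; Input: 0.24 nM Csn5 enzyme, final concentration; Reagent: 10 nM SCFSkp2-Nedd8OG; Compound dosing: 12.5 µM single point; Times: reaction 90 min, room temperature; Technique: fluorescence polarization readout.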
Rpn11 inh – inhibitors of human proteasome Rpn11; O00487; calls only at 20 µM; human 26S proteasome, Ub4-pepOG fluorescence polarization; 20S core pre-blocked with epoxomicin; hit rate 0.59% among 360,000;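 active = inhibition at 20 µM, scaled to each plate's controls, above about 33%, limit read from the data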
FAS-TE inh – FAS thioesterase (human) inhibition; P49327; recombinant FAS-TE, OMFH fluorogenic substrate, fluorescence endpoint; inhibition, % at 15 µM; hit rate 0.67% among 360,000; AID 602261;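 active = compounds whose normalised, plate-corrected inhibition of enzyme fluorescence in the single-dose primary screen is 50% or more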;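 also: 0% = DMSO with enzyme and 100% = substrate without enzyme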
Target sequence (P49327 whole entry, looked up): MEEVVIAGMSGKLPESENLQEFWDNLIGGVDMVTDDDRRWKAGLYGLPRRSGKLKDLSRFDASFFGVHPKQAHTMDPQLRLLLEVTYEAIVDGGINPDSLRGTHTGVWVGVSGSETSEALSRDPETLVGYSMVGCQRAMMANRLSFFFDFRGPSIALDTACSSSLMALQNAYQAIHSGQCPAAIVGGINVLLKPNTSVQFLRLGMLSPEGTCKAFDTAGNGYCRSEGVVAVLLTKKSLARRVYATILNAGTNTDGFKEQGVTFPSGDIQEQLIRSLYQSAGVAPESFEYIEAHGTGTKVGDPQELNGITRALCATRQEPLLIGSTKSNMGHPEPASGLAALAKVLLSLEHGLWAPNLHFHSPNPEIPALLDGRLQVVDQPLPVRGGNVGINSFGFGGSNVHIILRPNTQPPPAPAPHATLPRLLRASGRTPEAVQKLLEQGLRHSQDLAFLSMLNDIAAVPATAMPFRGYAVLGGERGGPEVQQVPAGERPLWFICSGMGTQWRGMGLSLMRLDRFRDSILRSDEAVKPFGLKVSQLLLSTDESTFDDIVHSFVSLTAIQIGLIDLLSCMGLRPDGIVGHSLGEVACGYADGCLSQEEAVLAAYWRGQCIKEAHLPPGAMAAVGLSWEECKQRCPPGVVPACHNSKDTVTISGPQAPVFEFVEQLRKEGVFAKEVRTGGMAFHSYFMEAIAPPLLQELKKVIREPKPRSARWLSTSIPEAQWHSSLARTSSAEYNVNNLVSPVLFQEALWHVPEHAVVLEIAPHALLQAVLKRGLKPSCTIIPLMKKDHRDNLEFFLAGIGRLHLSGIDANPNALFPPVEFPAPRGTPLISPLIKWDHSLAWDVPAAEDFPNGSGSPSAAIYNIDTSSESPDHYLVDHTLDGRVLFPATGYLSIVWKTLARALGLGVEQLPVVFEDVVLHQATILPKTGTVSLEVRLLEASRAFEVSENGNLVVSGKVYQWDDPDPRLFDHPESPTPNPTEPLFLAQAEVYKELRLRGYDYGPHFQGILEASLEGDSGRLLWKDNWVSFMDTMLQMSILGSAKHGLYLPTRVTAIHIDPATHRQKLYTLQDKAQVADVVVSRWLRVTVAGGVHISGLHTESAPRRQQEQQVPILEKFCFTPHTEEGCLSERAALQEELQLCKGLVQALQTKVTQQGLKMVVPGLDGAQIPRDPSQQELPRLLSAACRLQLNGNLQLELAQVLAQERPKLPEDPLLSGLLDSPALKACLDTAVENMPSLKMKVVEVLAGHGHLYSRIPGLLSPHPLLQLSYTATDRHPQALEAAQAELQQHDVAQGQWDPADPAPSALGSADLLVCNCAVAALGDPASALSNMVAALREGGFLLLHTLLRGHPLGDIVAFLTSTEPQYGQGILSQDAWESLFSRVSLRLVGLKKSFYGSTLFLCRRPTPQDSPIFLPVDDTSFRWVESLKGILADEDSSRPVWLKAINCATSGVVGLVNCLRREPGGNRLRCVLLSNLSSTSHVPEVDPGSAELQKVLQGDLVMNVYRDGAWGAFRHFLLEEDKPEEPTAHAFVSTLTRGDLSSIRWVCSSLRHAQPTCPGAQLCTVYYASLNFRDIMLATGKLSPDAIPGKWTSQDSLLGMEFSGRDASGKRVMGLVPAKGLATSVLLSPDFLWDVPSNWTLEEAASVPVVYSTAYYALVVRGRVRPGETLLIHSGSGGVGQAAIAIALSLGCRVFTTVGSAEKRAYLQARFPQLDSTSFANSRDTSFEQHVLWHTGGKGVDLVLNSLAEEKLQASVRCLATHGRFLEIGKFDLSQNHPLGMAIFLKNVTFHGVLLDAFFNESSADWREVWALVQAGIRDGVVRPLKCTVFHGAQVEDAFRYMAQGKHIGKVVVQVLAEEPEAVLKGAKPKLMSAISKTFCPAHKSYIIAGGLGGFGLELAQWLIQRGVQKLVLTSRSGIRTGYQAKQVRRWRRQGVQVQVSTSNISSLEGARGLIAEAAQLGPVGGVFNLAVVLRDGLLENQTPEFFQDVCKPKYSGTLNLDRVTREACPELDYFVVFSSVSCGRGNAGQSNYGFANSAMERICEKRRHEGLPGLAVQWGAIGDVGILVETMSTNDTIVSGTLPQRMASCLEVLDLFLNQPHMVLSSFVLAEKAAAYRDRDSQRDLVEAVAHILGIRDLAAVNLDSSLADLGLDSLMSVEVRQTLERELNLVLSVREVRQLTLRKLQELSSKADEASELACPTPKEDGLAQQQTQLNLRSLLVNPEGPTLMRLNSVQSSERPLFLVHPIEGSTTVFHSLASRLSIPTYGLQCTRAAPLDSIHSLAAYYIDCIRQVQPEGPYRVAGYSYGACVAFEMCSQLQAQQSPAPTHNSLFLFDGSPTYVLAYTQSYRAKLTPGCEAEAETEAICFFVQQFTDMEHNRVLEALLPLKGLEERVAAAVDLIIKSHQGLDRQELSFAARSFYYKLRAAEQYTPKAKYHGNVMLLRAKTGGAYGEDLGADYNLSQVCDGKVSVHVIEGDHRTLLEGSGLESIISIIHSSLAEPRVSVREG
MT1-MMP act inh – inhibitors of human MT1-MMP activation. AID 651647. GFP/RFP ratio change, % at 20 µM. P50281. HT1080 RFP-PRO-GFP cells, GFP/RFP ratio fluorescence, overnight; percent of plate control window, DMSO zero. hit rate 0.061% among 360,000;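 active = GFP/RFP ratio change of at least 30% with cell ATP level not reduced by more than half and red fluorescence within 50% of control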; also: strong numbers were not always called active
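Assay system: HT1080 cells carrying an RFP-PRO-GFP reporter | Dosing: Single dose of 20 µM compound, 1% DMSO final | Incubation: Cells overnight before dosing, compound overnight, 37 °C, 5% CO2 | Evaluation: GFP/RFP fluorescence ratio | Control set: DMSO and RFP-L50D-GFP cell wells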
An asterisk follows results filed as active; i = inactive; . = not tested or not shown.

SMILES	SKN-1 block	PABP1 MLLE inh	Neddylation inh	Rin1 Abl inh	NadD block	CSN deneddyl inh	Rpn11 inh	FAS-TE inh	MT1-MMP act inh
Cc1ccc(NS(=O)(=O)c2ccc3c(c2)oc(=O)n3C)cc1F	7	-5	i	-1	-5	1	i	6	-7
Cc1ccccc1C(=O)Nc1c(-c2cccs2)c(=O)c2ccccc2n1C	14	9	i	1	-4	0	i	-5	-1
O=C(c1ccco1)N1CCN(Cc2cc(=O)c(OCc3cccc(F)c3)co2)CC1	-6	-1	i	0	2	-3	i	-6	2
Cn1c(=O)cc(SCC(=O)NCc2cccnc2)c2ccccc21	-3	11	i	-18	-5	-3	i	-6	3
Cc1cc(C)c(S(=O)(=O)NCC(=O)O)cc1C	-1	18	i	4	-8	-4	i	-9	4
Nc1ccc(C(=O)N/N=C/c2ccccc2)cc1	-8	-7	i	1	-4	4	i	-5	2
Cc1c(N(C(=O)c2cnccn2)C2(C(=O)NC3CCCC3)CCCCC2)c(=O)n(-c2ccccc2)n1C	-2	-6	i	-4	-2	-10	i	1	-5
COc1cccc(-c2nc3nc(C)cc(C)n3c2NC2CCCC2)c1	-1	.	i	.	1	8	.	1	-1
C/C=C/c1ccc(O)c(OC)c1	14	4	i	4	4	4	i	-6	4
Cc1noc(C)c1COC(=O)C1(c2cccc(F)c2)CCCC1	-13	12	i	-1	-3	0	i	11	-5
COc1ccc(NC(=O)C2Cc3cc(S(=O)(=O)N4CCCCC4)ccc3N2C(C)=O)cc1Cl (stereo not drawn)	12	-2	i	1	7	2	i	11	5
C[C@H](CO)N1C[C@H](C)[C@@H](CN(C)Cc2ccc(Oc3ccccc3)cc2)Oc2c(NS(=O)(=O)c3cn(C)cn3)cccc2C1=O	-4	8	i	4	2	0	i	-8	4
COCCn1c(SCC(=O)Nc2c(C)n(C)n(-c3ccccc3)c2=O)nc2ccccc2c1=O	4	-20	i	0	8	-1	i	-5	4
COc1ccc(C(=O)NC(=S)Nc2cc3oc4ccccc4c3cc2OC)cc1	2	4	i	-1	9	1	i	1	11
C[C@@H]1CN([C@H](C)CO)S(=O)(=O)c2ccc(-c3ccc(C(=O)N(C)C)cc3)cc2O[C@H]1CN(C)C(=O)Cc1ccccn1	4	-8	i	0	1	2	i	-10	-1
CC1(C(=O)NS(=O)(=O)c2ccc(F)cc2F)CCN1C(=O)CCc1ccc(Cl)cc1Cl (stereo not drawn)	3	-3	i	-2	-6	-2	i	-10	-1
CCOc1ccc(-c2n[nH]c(=S)n2/N=C/c2cc3c(cc2[N+](=O)[O-])OCO3)cc1	-10	-29	i	1	33*	-2	i	-4	16
Cc1ccccc1S(=O)(=O)N1C[C@H]2CON(C)[C@H]2C[C@H]1c1cccc(Oc2ccccc2)c1	15	-8	i	-1	2	4	i	16	-9
COc1ccc(OCC(=O)Nc2ccc3c(c2)C(=O)NC3=O)cc1	0	9	i	1	-13	0	i	-9	-1
Cn1nc(-c2ccc(Cl)cc2)c2cc(C(=O)N3CCOCC3)sc21	-28	-1	i	-1	-6	0	i	6	-1
CC(C)(C)C(=O)Nc1nnc([C@H]2C[C@H](O)[C@@H](CO)O2)s1	-1	-7	i	-3	-1	-1	i	-6	-1
O=C(Nc1ccccc1)Nc1ccno1	-12	-5	i	-4	-7	6	i	-8	0
Cc1ccc(-n2ccc(-c3nn(-c4ccccc4)ccc3=O)n2)cc1	9	-16	i	5	6	-5	i	2	-8
Cc1cc(C)cc(N(CC(=O)Nc2ccc(C(F)(F)F)cc2)S(=O)(=O)c2c(C)[nH]c(=O)[nH]c2=O)c1	14	22	i	2	4	2	i	11	7
COc1cc(Cl)ccc1OCc1cc(C(=O)N2CCN(C)CC2)no1	19	-19	i	4	-3	2	i	-2	-4

The list goes on.
SMILES	SKN-1 block	PABP1 MLLE inh	Neddylation inh	Rin1 Abl inh	NadD block	CSN deneddyl inh	Rpn11 inh	FAS-TE inh	MT1-MMP act inh
COc1ccc(N2CCN(Cc3cc(=O)c(OCC(=O)NC4CCCC4)co3)CC2)cc1	-4	6	i	0	-9	5	i	-7	3
Cc1cc(C(=O)NCC(=O)OCC(=O)NCC2CCCO2)ccc1[N+](=O)[O-] (stereo not drawn)	0	7	i	3	-2	-3	i	-1	5
CCSc1nc2sc3c(c2c(=O)[nH]1)CCCC3	7	-2	i	-2	-2	-2	i	-8	-1
CN(C)CCCNc1ccc(-c2cc(Nc3cccc(Cl)c3)ncn2)cn1	3	0	.	4	-6	-1	i	-10	8
Cn1nc(C(F)(F)F)c2cc(NC(=O)OCc3ccc(F)cc3)sc21	32	-142	i	-1	-10	-1	i	17	-8
COc1ccccc1-c1cc(C(=O)Nc2cccnc2Cl)no1	9	7	.	2	0	-2	i	-4	6
COc1ccc(/C=C/C(=O)OCC(=O)c2c[nH]c3ccccc23)cc1	5	-18	i	3	13	-1	i	-1	0
COc1ccc(CC(=O)OC(C)CN2CCCC2)cc1 (stereo not drawn)	3	-6	i	0	-3	-2	i	-7	2
CCCCn1nnnc1C1(C)CCC(=O)N1CC(F)(F)F (stereo not drawn)	9	.	i	.	-4	-1	.	-14	5
COc1ccc(-c2cc(C(F)(F)F)n3ncc(C(=O)NCc4ccco4)c3n2)cc1	21	-3	.	-4	10	13	i	7	3
O=C(Cn1c(=O)oc2ccccc21)N1CCN(c2ccc(N3CCOCC3)nn2)CC1	7	-7	.	-1	8	12	i	-8	3
O=C(Nc1ccc(F)cc1)Nc1cccnc1	-4	-2	i	0	-6	-3	i	-6	3
COc1ccc(CCNC(=O)CC2Oc3ccc(Cl)cc3NC2=O)cc1OC (stereo not drawn)	17	7	i	1	-4	2	i	-4	-1
COc1ccc(/C=N/NC(=O)C(Cc2c[nH]c3ccccc23)NC(=O)OCC(C)C)cc1[N+](=O)[O-] (stereo not drawn)	16	-121	i	-2	9	-4	i	11	6
COc1ccccc1NS(=O)(=O)c1ccc(C(N)=O)cc1	6	5	i	2	4	-13	i	5	1
CCn1nc(C)c(/C=N/NC(=O)c2nc3nc(C)cc(C)n3n2)c1C	12	0	i	4	0	-1	i	-7	1
COc1ccc(-n2c(Cc3ccccc3)nnc2SCC(=O)N2CCCc3ccccc32)cc1	24	-9	i	-3	12	4	i	11	-10
CN(C)CCN1C(=O)C(=O)/C(=C(/O)c2ccc(S(=O)(=O)N3CCOCC3)cc2)C1c1ccccc1 (stereo not drawn)	-1	8	i	7	1	1	i	-4	2
CCNC(=O)CC1C(=O)N(CC)C(=S)N1NC(=O)c1ccc(Cl)cc1 (stereo not drawn)	-4	8	i	0	4	3	i	-8	-6
c1ccc(Cn2nnnc2C(c2ccccc2)N2CCN(c3nc4ccccc4s3)CC2)cc1 (stereo not drawn)	13	3	i	2	7	0	i	25	-11
NS(=O)(=O)c1cccc(NC(=O)CN2CCN(S(=O)(=O)c3ccc4c(c3)OCCO4)CC2)c1	5	3	i	2	1	-3	i	-4	2
Cc1ccc(S(=O)(=O)NCCC(=O)NCc2ccc(Cl)cc2)cc1C	-2	-7	i	0	-2	-2	i	-2	1
COCCn1c(SCC(=O)N2CCC(C)CC2)nc2ccccc2c1=O	0	-6	i	4	-4	-1	i	-4	-2
COc1ccc(N2C(=O)C(Cl)=C(N3CCOCC3)C2=O)cc1	15	17	i	-6	-7	2	i	-10	1
C#CCN(CC=C)C(=O)c1ccc(OC2CCN(S(=O)(=O)N(C)C)CC2)cc1	-13	-12	i	0	2	-3	i	-3	3

Further entries.
SMILES	SKN-1 block	PABP1 MLLE inh	Neddylation inh	Rin1 Abl inh	NadD block	CSN deneddyl inh	Rpn11 inh	FAS-TE inh	MT1-MMP act inh
CCc1cc2c(-n3nc(C)cc3C)ncnc2s1	-32	-9	i	-2	-1	-7	i	0	-2
CCOC(=O)c1sc(C)c(C(N)=O)c1NC1=NCCCCC1	-2	1	i	2	-4	2	i	-7	-4
S=C(c1ccc2c(c1)OCO2)N1CCCCC1	8	-6	i	-1	-4	-3	i	-8	3
CN(C)Cc1ccccc1C1(O)c2ccccc2CSc2ccccc21 (stereo not drawn)	-9	-4	i	4	-5	5	i	27	13
O=C(COc1ccccc1Cl)Nc1ccccc1C(=O)Nc1cccc(C(=O)O)c1	-6	4	i	2	-1	2	i	-2	0
O=C(NCCNc1ccc([N+](=O)[O-])cc1)c1cccc(Br)c1	-1	-1	i	-3	3	-4	i	-6	-3
CCOC(=O)[C@]12CCCC=C1N(CCc1ccc(OC)c(OC)c1)C(=O)[C@H](CC(=O)NCc1ccc(C)o1)C2	-15	.	i	.	.	-7	.	.	-2
O=C(Nc1c2c(nc3ccccc13)CCCC2)c1ccccc1Br	12	-3	i	-1	0	3	i	-6	0
CCOC(=O)c1noc(C)c1C(=O)Nc1nccs1	3	9	i	1	3	1	i	-10	3
CN1CCN(S(=O)(=O)c2ccc(NC(=S)NC(=O)C(C)(C)C)cc2)CC1	-1	40*	i	0	1	2	i	-13	6
COc1ccc(OC)c(C2C3=C(COC3=O)Nc3cc4c(cc32)OCO4)c1 (stereo not drawn)	-13	-8	i	0	9	-5	i	-4	27
CC1Sc2ccc(C#N)cc2N(Cc2cccc(C(F)(F)F)c2)C1=O (stereo not drawn)	-1	7	i	2	-2	0	i	21	-9
CCOC(=O)c1nc2ccc(C)cc2c2c1C1CC(c3c(Cl)cccc31)N2C(=O)OCc1ccccc1 (stereo not drawn)	6	1	i	-1	19	-1	i	25	-13
CCOC(=O)c1sc(NC(=O)Nc2ccccc2)cc1C	8	8	i	-2	-6	-3	i	18	3
Cc1ccc(OCc2n[nH]c(=S)n2-c2ccc(Br)cc2)cc1	7	-34	i	0	3	-3	i	2	4
CC(C)Sc1nnc([C@@H]2CCCN2C(=O)OC(C)(C)C)o1	-5	5	i	0	2	-3	i	-8	5
COc1ccc(CNC(=O)c2cccc(NC(=O)c3ccccc3)c2)cc1	14	3	i	8	-6	3	i	1	-3
O=C(COC(=O)c1ccc(F)c(S(=O)(=O)N2CCOCC2)c1)NCc1ccc2c(c1)OCO2	14	-7	i	1	0	-3	i	1	3
O=C1CCc2cc(S(=O)(=O)NC(Cc3ccccc3)C(=O)NCCC3=CCCCC3)ccc2N1 (stereo not drawn)	-7	3	i	-2	3	-5	i	13	0
CCOc1ccc(C(CCc2ccccc2)NC(=O)c2ccccc2OC)cc1OCC (stereo not drawn)	-5	2	i	-2	-1	2	i	25	-1
Cc1cccc(C(=O)NNC(=O)C2CC2)c1	2	5	i	1	-4	6	i	-6	-1
CCn1c(CNC(=O)Cc2ccc(OC)cc2)nnc1SCC(=O)c1ccccc1	6	-62	i	0	2	-2	i	-2	2
CN(C)C(=O)c1cc(C(=O)c2ccc(C(F)(F)F)cc2F)c[nH]1	-1	-9	i	-3	-2	4	i	-2	1
O=C(C1CCC1)N1CCc2cc(S(=O)(=O)N3CCCCC3)ccc21	10	6	i	1	-2	2	i	5	4
